S3 lipid droplet: qHTS Assay for Lipid Storage Modulators in Drosophila S3 Cells | Drosophila S3 cells, BODIPY lipid droplet fluorescence, 18-24 h; cells fed with added oleic acid | lipid storage change, negative = inhibition, % at the top dose, mostly 46.1 µM; hits show Potency in µM | 0.64% of 320,000 active; active = well fitted inhibition curve with a large enough effect in the signal ratio, with a control signal flat, not every such curve was filed as active; inconclusive = small, poorly fitted or top-dose-only effect, or effect the other way, or a change in a side signal; the % refers to the signal ratio
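Drosophila S3 cells got compounds at several concentrations plus oleic acid (400 uM solution). Laser-scanning cytometry with 488 nm excitation read lipid droplets at 500-530 nm and cells at 575-640 nm. Percent activity was relative to 20 uM Triacsin C.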
S3 lipid droplet cell count max: also measured in S3 lipid droplet; calls as there; cell number change, %; measured here: cell count max response;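 cells counted by Cell Tracker Red CMTPX staining in the red channel; peak over a dose series mostly up to 46.1 µM; percent activity relative to internal control wells on each plate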
The depositor's hits bear a star; i = inactive; ? = inconclusive; nt = no result given; & = joins results of further samples. % is set by controls: 0 for no effect and ±100 for the full control effect; potency is the fitted concentration of half-maximal effect. The list is partial (hit frequency here may not be typical).

mol | S3 lipid droplet cell count max | S3 lipid droplet
c1ccc(N2CCN(c3nc4ccccc4[nH]3)CC2)nc1 | -30 | -13%
O=C(CC1C(=O)NCCN1C(=O)Nc1ccc(C(F)(F)F)cc1)Nc1ccc(F)cc1 (stereo unspecified) | -9 | -15%
CCN(CC)c1ccc(S(=O)(=O)N2CCOCC2)cc1NC(=O)CSc1n[nH]c(N)n1 | 10 | -12%
CCOc1ccc(S(=O)(=O)N/N=C\c2ccc3c(c2)OCO3)cc1 | nt | ?
CC(C)C[C@H](NC(=O)N1CCn2c1nc1ccccc12)C(=O)NC1CCCCC1 | nt | ?
CC(C)OC(=O)c1c(NC(=O)c2ccco2)sc2c1CCCC2 | 6 | 2%
CCc1cccc(NC(=O)CCNS(=O)(=O)c2cccc3nonc23)c1 | nt | ?
COc1cc(Cl)cc(C2NC(=S)NC(c3ccccc3)=C2C(C)=O)c1OCC(=O)O (stereo unspecified) | 20 | 10%

6 entries drawn at random from those above:
mol | S3 lipid droplet cell count max | S3 lipid droplet
CCOc1ccc(S(=O)(=O)N/N=C\c2ccc3c(c2)OCO3)cc1 | nt | ?
CCN(CC)c1ccc(S(=O)(=O)N2CCOCC2)cc1NC(=O)CSc1n[nH]c(N)n1 | 10 | -12%
c1ccc(N2CCN(c3nc4ccccc4[nH]3)CC2)nc1 | -30 | -13%
COc1cc(Cl)cc(C2NC(=S)NC(c3ccccc3)=C2C(C)=O)c1OCC(=O)O (stereo unspecified) | 20 | 10%
O=C(CC1C(=O)NCCN1C(=O)Nc1ccc(C(F)(F)F)cc1)Nc1ccc(F)cc1 (stereo unspecified) | -9 | -15%
CC(C)OC(=O)c1c(NC(=O)c2ccco2)sc2c1CCCC2 | 6 | 2%

3 of these compounds in a different format.
> COc1cc(Cl)cc(C2NC(=S)NC(c3ccccc3)=C2C(C)=O)c1OCC(=O)O (stereo unspecified)
- S3 lipid droplet cell count max: 20
- S3 lipid droplet: 10%

> CCN(CC)c1ccc(S(=O)(=O)N2CCOCC2)cc1NC(=O)CSc1n[nH]c(N)n1
- S3 lipid droplet cell count max: 10
- S3 lipid droplet: -12%

> CCc1cccc(NC(=O)CCNS(=O)(=O)c2cccc3nonc23)c1
- S3 lipid droplet cell count max: nt
- S3 lipid droplet: ?

Going on with the list:
mol | S3 lipid droplet cell count max | S3 lipid droplet
COCCOCCOCCC(=O)NC1CC2CCC1(C)C2(C)C (stereo unspecified) | nt | ?
CCC(CO)Nc1ncnc2onc(-c3ccc(F)cc3)c12 (stereo unspecified) | nt | ?
CCCn1c(SCC(=O)O)nc2ccccc21 | nt | ?
Cc1noc(C)c1COC(=O)[C@@H](NC(=O)c1ccccc1Cl)C(C)C | nt | ?
CC(Sc1nnc(-c2cccnc2)n1-c1ccccc1F)C(=O)N1CCCc2ccccc21 (stereo unspecified) | nt | ?
CCN(CC(=O)Nc1c(F)cccc1F)C(=O)c1ccc(S(=O)(=O)N2CCCC2)cc1 | 23 | 25%
Cc1coc2c(O)cc3c(c12)OC1(N2CCCCC2)C(=O)NCCCC31 (stereo unspecified) | nt | ?
Cc1nn(C)c(C)c1Sc1ccc(Br)cc1 | -15 | 3%
O=C(Nc1cccc(F)c1)Nc1ccccn1 | nt | ?
CN(C)S(=O)(=O)N1CCN(Cc2ccccc2)CC1 | nt | ?
CC(=O)N(Cc1ccccn1)Cc1ccco1 | 10 | -4%
Cc1c(NS(=O)(=O)c2ccc(F)cc2)c(=O)n(-c2ccccc2)n1C | 5 | i
Cc1cc(C)nc(OC(=O)c2ccc(Cl)cc2Cl)n1 | nt | ?
COc1cc(OC)cc(C(=O)NCC(=O)OCc2nc3ccccc3s2)c1 | nt | ?
COc1ccc(Oc2c(Cl)cnn(-c3ccc(F)cc3)c2=O)cc1 | nt | ?
CCOC(=O)N1CCN(Cc2ccccn2)CC1 | 2 | -8%
COc1ccccc1C1c2ccc3ccccc3c2Oc2ncn(CCN(C)C)c(=N)c21 (stereo unspecified) | nt | ?
COc1cccc(-c2c(C(=O)N/N=C(\C)c3ccncc3)nnn2-c2nonc2N)c1 | nt | ?
CC(=O)c1c(C)nc2ccc(Br)cc2c1-c1ccccc1 | nt | ?
Cc1cccc2cc3c(NC(=O)C(C)C)nn(C)c3nc12 | -15 | 18%
COc1ccc(-c2ocnc2C(=O)N2CCN(C(c3ccccc3)c3ccccc3)CC2)cc1 | nt | ?
CCN1/C(=C\c2ccc3ccccc3[n+]2CC)Sc2cc(C)ccc21 | nt | ?
O=C(c1cccc([N+](=O)[O-])c1)N(c1ccccn1)c1ccccn1 | 3 | -7%
Cc1ccc(C(O)Cn2cc([N+](=O)[O-])nc2C)cc1 (stereo unspecified) | 10 | -10%
Cc1[nH]n2c(=O)cc(C(C)(C)C)nc2c1-c1ccccc1 | -23 | -1%
COc1cc(CN2CCN(S(=O)(=O)c3ccc(NC(C)=O)cc3)CC2)cc(OC)c1O | 2 | 2%
CC1CCCC(NC(=O)COC(=O)c2ccccc2Sc2ccccc2C#N)C1C (stereo unspecified) | -1 | -23%
COc1ccc(CNC(=O)c2noc(C)c2[N+](=O)[O-])cc1 | -12 | -3%
COc1ccc(CNC(=O)COC(=O)c2cccc(S(=O)(=O)N3CCOCC3)c2)cc1 | nt | ?
O=C(NCCCN1CCCC1)c1ccc2c(Cl)c3c(nc2c1)CCCC3 | -1 | 5%
CCN1CCCC1CNC(=O)c1cc(S(=O)(=O)CC)c(N)cc1OC (stereo unspecified) | 21&-10 | 4%&-5%
CCCCN(C(=O)CSCc1ccc(C)cc1)c1c(N)n(CCC)c(=O)[nH]c1=O | 5 | -21%
COc1cc(OC)c(NC(=O)Nc2ccc(OC)c(OC)c2)cc1Cl | nt | ?
COc1ccc(-c2noc(COc3ccc4ccccc4c3Br)n2)cc1OC | 7 | 16%
CCN(CC)S(=O)(=O)c1ccc(N2CCOCC2)c(NS(=O)(=O)c2ccc(C(C)C)cc2)c1 | nt | ?
O=C(COc1ccc(Cl)cc1Cl)Nc1ccc(CN2CCOCC2)cc1 | 2 | -3%
O=C(/C=C/c1ccco1)Oc1cccc2cccnc12 | 3 | -12%
COc1ccc(NC(=O)CSc2nnc(Cn3c(=O)sc4ccccc43)n2C)c(OC)c1 | -8 | -7%
COc1ccccc1NC1CCCCC1NS(=O)(=O)c1ccc(C)cc1 (stereo unspecified) | nt | ?
CCc1ccc(NC(=O)CSc2nc(=O)n(CCCN3CCOCC3)c3c2CCCC3)cc1 | -8.0* | 15µM*
Cc1cccc(NS(=O)(=O)c2cc(C(=O)N3CCCC3)ccc2Cl)c1 | -22 | -6%
CCOC(=O)C(C)N(c1ccccc1Cl)S(C)(=O)=O (stereo unspecified) | 14 | 3%
O=C(Nc1ccnn1C1CCN(C(=O)c2ccc(C(F)(F)F)cc2)CC1)C1CC1 | nt | ?
COc1cccc(N2CCN(c3ccc([N+](=O)[O-])cn3)CC2)c1 | 6 | 6%
COc1cccc(NC(=O)C(C)C)c1 | nt | ?
COc1ccc(-c2n[nH]c(=S)n2Cc2ccccc2)cc1OC | -12 | i
CSc1nc(C)c(Cl)c(C)c1C#N | -6 | 11%
Cc1cc(C)cc(OCC(=O)OCC(=O)Nc2ccc(Cl)cn2)c1 | 1 | 20%
CCCC(=O)Oc1cccc(C2NC(=O)c3ccccc3O2)c1 (stereo unspecified) | 4 | i
CCCCCC(C)NC(=O)CN1C(=O)NC(C)(c2ccc3ccccc3c2)C1=O (stereo unspecified) | -2 | i
O=C(NCCCn1ccnc1)c1cc(C2CC2)on1 | nt | ?
Cc1ncoc1C(=O)N1CCCC(N2CCN(c3cccc(C(F)(F)F)c3)CC2)C1 (stereo unspecified) | -3 | 2%
COc1cc(C(F)(F)F)nc2c(Br)c(C(C)(C)C)nn12 | 1 | i
CC(NC(=O)NC12CC3CC(CC(C3)C1)C2)c1ccc2c(c1)OCO2 (stereo unspecified) | 0 | -2%
CCN(Cc1ccccc1)Cc1ccc(OCc2ccccc2)c(OC)c1 | 0 | -10%
Cc1cc(Cl)ccc1NC(=O)COC(=O)c1nc2nccc(C)n2n1 | 6 | -2%

Continued.
mol | S3 lipid droplet cell count max | S3 lipid droplet
CCN(CC)S(=O)(=O)c1ccc(C)c(NC(=O)COc2ccc3c(C)cc(=O)oc3c2)c1 | -1 | 1%
CCCCCCCC(=O)N/N=C/c1cccnc1 | 2 | 5%
CC(C)CCNC(=O)CCn1nc(-c2ccccc2)ccc1=O | nt | -9%
CCCCC(=O)N=c1sc2c(OC)ccc(OC)c2n1C | -18 | -6%
Cc1ccc(NC(=O)CN2C(=O)COc3ccc(S(=O)(=O)N4CCOCC4)cc32)cc1F | nt | ?
O=C(/C=C/c1ccc(Br)o1)Nc1nccs1 | nt | ?
Cc1cc(C)c2c(N)c(C(=O)NN3CC(=O)N(c4cccc(Cl)c4)CC3=O)sc2n1 | -5 | 1%
CSc1cccc(CNC(=O)C2CCC(=O)N(CCCN3CCCC3=O)C2)c1 (stereo unspecified) | nt | ?
CCOC(=O)c1sc2nccc(N(C)C)c2c1N=CNOCc1ccccc1 | nt | ?
O=C(CCCOc1ccc(Cl)cc1)Nc1cccc(C(=O)O)c1 | 10 | i
Cc1ccc(N(CN2C(=O)c3ccccc3C2=O)C(=O)c2ccc([N+](=O)[O-])cc2[N+](=O)[O-])cc1 | nt | ?
COc1ccc(/C(N)=N/OC(=O)c2cccc([N+](=O)[O-])c2C)cc1 | 16 | 12%
COc1cccc(CNC(=O)c2ccc(NC(=O)CC3SC(N4CCCC4)=NC3=O)cc2)c1 (stereo unspecified) | nt | ?
CN(C)S(=O)(=O)c1ccc(Cl)c(C(=O)NNC(=O)Cn2ccc(C(F)(F)F)n2)c1 | nt | ?
CC(=O)c1nn(-c2ccc(Br)cc2)cc1C(=O)c1ccco1 | -16 | -3%
CCc1c(C(=O)Nc2ccc(C)c(C)c2)[nH]c(C)c1C(C)=O | nt | ?
CCN(Cc1ccccc1)C(=O)CN1C(=O)COc2ccc(S(=O)(=O)N3CCCCCC3)cc21 | nt | ?
O=c1ccc(-c2ccc(S(=O)(=O)Nc3ccccc3Cl)o2)n[nH]1 | nt | ?
COc1ccc(OCCCCOc2ccccc2Cl)cc1 | 0 | 0%
CCC(=O)Nc1cccc(NC(=O)CSc2nnnn2C)c1 | nt | ?
CCC(NC(=O)c1ccccc1O)c1ccccc1 (stereo unspecified) | nt | ?
O=C(Nc1ccccc1Cc1ccccc1)c1ccc2c(c1)SC1=NS(=O)(=O)CCN12 | nt | ?
Cn1c(=O)n(C)c2cc(NC(=O)CSc3nnc(-c4ccccc4O)n3-c3ccccc3)ccc21 | nt | ?
Cc1ccc(Cl)cc1N1CCN(S(=O)(=O)c2c(C)[nH]c(=O)[nH]c2=O)CC1 | nt | ?
N#CC(C#N)=Cc1cccn1-c1ccc(C(=O)O)cc1 | nt | ?
COc1ccccc1NC(=O)NNC(=O)c1ccc2c(c1)NC(=O)C(C)(C)O2 | nt | ?
Cc1ccc(C(=O)/C=C2\NCC(C)NC2=O)cc1 (stereo unspecified) | nt | 10%
Brc1ccccc1Cn1c(-c2cscn2)nc2ccccc21 | nt | ?
N#C/C(=C(\O)c1ccco1)c1ccccn1 | -28 | 13%
C[C@]12CCC3C(CC[C@H]4CCCC[C@]34C)C1CC[C@@]2(O)CNCCO (stereo partly specified) | nt | i
CC1CCCCC1NC(=O)CSc1nc2ccccc2[nH]1 (stereo unspecified) | 4 | 6%
COc1ccc(NC(=O)c2cccc3c2C(=O)N(C2CCCCC2)C3)cc1 | nt | ?
COc1cc(C2N(c3cccc(Cl)c3)C(=O)C3CCCN32)cc(OC)c1OC (stereo unspecified) | 23 | 2%
C=CCn1c(SCC(=O)N(C)C)nc2cc(C(=O)O)ccc2c1=O | nt | ?
C/C=C/C(=O)N1c2ccc(C)cc2C(C)=CC1(C)C | 11 | -5%
COc1ccc(Nc2nc(N)nc(CSC(=S)N3CCN(C)CC3)n2)cc1 | 20 | 0%
Cc1ccc(-n2c(SCC3CCCCO3)nnc2-c2ccco2)cc1 (stereo unspecified) | -24 | i
CCCNC(=O)c1ccc(COc2ccc(C(C)(C)C)cc2)o1 | nt | ?
O=S1(=O)CCC(N=Cc2ccc(-c3ccc(Cl)cc3)o2)C1 (stereo unspecified) | -9 | 6%
Cc1ccc(-n2c(-c3ccc(Cl)cc3)c[n+]3c2CCC3)cc1 | -21 | -11%
CCOC(=O)NN=C1CCC(c2ccccc2)CC1 (stereo unspecified) | nt | ?
O=C(COC(=O)c1ccccc1O)Nc1cccc(S(=O)(=O)N2CCCC2)c1 | -0.6* | 2.9µM*
Cc1c(Cl)c([N+](=O)[O-])nn1CCCC(=O)Nc1ccc(Cl)cc1Cl | 19 | 4%
CCc1ccc(C(=O)COC(=O)c2cnccn2)cc1 | 9 | i
O=C(O)C1CCCCC1C(=O)Nc1ccc(F)cc1F (stereo unspecified) | nt | ?
Cc1ccc(NC(=O)CN(C)C(=O)CN2C(=O)NC(C)(c3ccccc3)C2=O)cc1 (stereo unspecified) | -1 | 12%
COC(=O)Cc1c(C)nc2nc(-c3ccccc3)[nH]n2c1=O | 13 | 3%
O=S(=O)(Cc1ccccc1Cl)CC(O)COc1ccccc1Cl (stereo unspecified) | 24 | 8%
COc1ccccc1CC(=O)Nc1ccc(-c2noc(COc3ccc(Br)cc3)n2)cc1 | nt | ?
COc1ccc(C(CNCC(=O)Nc2ccccc2F)N(C)C)cc1 (stereo unspecified) | -1 | -2%
O=C(COC(=O)c1ccccc1O)Nc1ccc(OC(F)F)cc1 | 7 | i
Cc1cc(-c2onc3ccc(Cl)cc23)ccc1O | -1 | i
Brc1c(C[n+]2ccccc2)nc2ccccn12 | nt | ?
Cc1ccc(S(=O)(=O)N(C)CCCC(=O)NC(C)(C)CO)cc1 | nt | 8%
